High-throughput results: PubChem, several laboratories
PHOSPHO1 inh – PubChem AID 1565. inhibition, % at 13.3 µM. 1.1% of 290,000 active. recombinant PHOSPHO1, absorbance phosphatase assay. Phosphoethanolamine/phosphocholine phosphatase (Homo sapiens), Q8TCT1; in the data active means inhibition above about 60%
Target sequence (Q8TCT1 whole entry, looked up): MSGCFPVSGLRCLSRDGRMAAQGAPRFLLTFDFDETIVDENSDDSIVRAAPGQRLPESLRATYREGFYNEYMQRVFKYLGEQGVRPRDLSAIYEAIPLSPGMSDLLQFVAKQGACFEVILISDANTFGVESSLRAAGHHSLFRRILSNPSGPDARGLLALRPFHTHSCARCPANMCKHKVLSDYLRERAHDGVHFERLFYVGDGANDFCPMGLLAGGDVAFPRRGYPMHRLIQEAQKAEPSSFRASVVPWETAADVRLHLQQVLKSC
MEKK2wt PB1 HTS – modulators of MEK5 binding to wildtype MEKK2, primary screen, biochemical, multiplex bead flow cytometry, Alexa488-MEK5; Mitogen-activated protein kinase kinase kinase 2 (Homo sapiens), Q9Y2U5; Alexa488-MEK5 binding to MEKK2 WT; actives lie on both sides; binding response (% of control), % at 10 µM; 1.1% of 290,000 active; in the data active means binding response below about 67% or above about 130%
OXTR agonist – human OXTR agonists, primary screen, fluorescence, CHO-OTR cells, Fluo-8 calcium | 0.32% of 320,000 active | activation, % at 3 µM | Fluo-8 calcium fluorescence; normalized: DMSO 0%, oxytocin 100%;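 active means activation above the mean of all tested compounds plus 3 SD, cutoff set per screening run, cut at about 20% in these data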;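 further: peak over basal fluorescence ratio from a 100 s FLIPR kinetic read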
GalR3 antag – GalR3 antagonists in HEK293 cells, primary screen, cell-based, fluorescence readout; HEK293 GalR3-CNG cAMP membrane potential fluorescence; galR3 body fused to GalR1 C-terminus; inhibition, % at 3 µM; 0.44% of 360,000 active;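 active means inhibition above the screen-wide average plus 3 SD, cut at about 13% in these data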;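 further: forskolin and galanin both at EC90 stimulate the cells; cAMP rise reported by CNG channel membrane potential dye signal; 0% = forskolin plus galanin with DMSO and 100% = forskolin alone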
Target sequence (O60755 1-299 limits assumed): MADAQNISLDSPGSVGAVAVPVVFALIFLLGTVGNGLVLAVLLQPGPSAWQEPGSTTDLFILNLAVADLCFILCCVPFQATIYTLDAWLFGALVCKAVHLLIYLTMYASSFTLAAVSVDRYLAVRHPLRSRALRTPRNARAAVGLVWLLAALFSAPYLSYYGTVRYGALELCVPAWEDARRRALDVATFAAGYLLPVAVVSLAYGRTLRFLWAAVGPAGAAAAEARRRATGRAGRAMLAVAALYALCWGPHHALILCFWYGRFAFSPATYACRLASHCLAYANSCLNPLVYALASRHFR
GPR7 antagonist – GPR7 receptor antagonists, primary screen, cell-based, fluorescence, single concentration; Neuropeptides B/W receptor type 1 (Homo sapiens), P48145; GPR7-expressing cells, fluorescence antagonist assay; inhibition, % at 4.4 µM; 1.1% of 290,000 active; AID 1861, 2009; in the data active means inhibition above about 16%, passing the limit was not always enough;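 further: cells stimulated with the agonist NPW; 0% = agonist with vehicle and 100% = vehicle without agonist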
MEKK2 mut-MEK5 – MEK5 binding signal on mutant MEKK2 PB1, primary screen, biochemical, multiplex bead flow cytometry, Alexa488-MEK5. Alexa488-MEK5 binding to MEKK2 mutant. percent response, % at 10 µM. 0.35% of 290,000 active; in the data active means percent response above about 24%, passing the limit was not always enough; further: inactives centre near 1; some results filed as inactive read as strong as hits; reference of the scale not given here
MEKK3 PB1 HTS – modulators of MEKK3-MEK5 PB1 binding, primary screen, biochemical, wildtype MEKK3, multiplex bead flow cytometry, Alexa488-MEK5; bead-based flow cytometry, Alexa488-MEK5 binding to MEKK3; actives lie on both sides; 0 = blocked by unlabeled MEK5, 100 = vehicle; binding response (% of control), % at 10 µM; Mitogen-activated protein kinase kinase kinase 3 (Homo sapiens), Q99759; AID 1529, 2009; 1.4% of 290,000 active;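 active means binding response more than 3 SD above or below the average of its plate-row segment, actives on both sides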;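 further: Alexa488 bead fluorescence after subtracting the streptavidin-only scavenger bead signal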
NALP1 inh – NALP1 inflammasome inhibitors in reconstituted yeast, colorimetric, S. cerevisiae, triplicate retest; 0.61% of 280,000 active; S. cerevisiae NALP1/ASC/caspase-1 growth, X-gal OD620, 72 h; inhibition, % at 10 µM; AID 2071, 2009; in the data active means inhibition mostly above about 24%, no sharp cut-off; inactive means mostly below about 32%; further: some compounds called inactive have numbers as strong as hits
V1aR counter – agonists of human V1a receptor, primary screen, counter-screen for OXTR agonist project, fluorescence, CHO-V1R cells; Vasopressin V1a receptor (Homo sapiens), P37288; Fluo-8 calcium fluorescence, agonist mode; 0% DMSO, 100% 3 nM vasopressin; activation, % at 3 µM; 0.25% of 320,000 active;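 active means activation above the mean activation of all tested compounds plus 3 SD, per screening run, cut at about 20% in these data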;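 further: signal is peak over basal fluorescence ratio across a 100 second FLIPR read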
Target sequence (P37288 whole entry, looked up): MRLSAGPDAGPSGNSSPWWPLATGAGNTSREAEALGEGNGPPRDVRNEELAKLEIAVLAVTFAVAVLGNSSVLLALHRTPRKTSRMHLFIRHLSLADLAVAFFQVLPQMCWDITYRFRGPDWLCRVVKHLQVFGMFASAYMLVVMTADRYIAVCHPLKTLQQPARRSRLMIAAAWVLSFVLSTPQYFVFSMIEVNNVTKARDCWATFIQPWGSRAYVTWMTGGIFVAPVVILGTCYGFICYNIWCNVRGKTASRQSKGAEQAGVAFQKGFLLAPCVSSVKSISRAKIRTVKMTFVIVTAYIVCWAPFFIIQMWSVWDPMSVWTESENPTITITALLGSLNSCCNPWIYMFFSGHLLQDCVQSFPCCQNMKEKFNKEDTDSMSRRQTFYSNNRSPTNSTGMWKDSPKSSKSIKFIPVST
* hit, by the source's call; nt = no result given.

SMILES	PHOSPHO1 inh	MEKK2wt PB1 HTS	OXTR agonist	GalR3 antag	GPR7 antagonist	MEKK2 mut-MEK5	MEKK3 PB1 HTS	NALP1 inh	V1aR counter
Cc1ccc(CN2CCN(Cc3ccc(-n4cccn4)cc3)CC2CCO)cc1 (configuration not stated)	30	108	3.8	-7	-5	-3	105	16	2.8
O=C(Nc1ccccc1)NC1(C(=O)NCc2ccc3c(c2)OCO3)CCCCC1	-56	85	-1.8	-4	-15	-4	84	16	-0.9
COc1cccc(C2C(C(=O)c3cc4ccccc4o3)=C(O)C(=O)N2CCN2CCOCC2)c1 (configuration not stated)	8	81	1.5	-5	-10	-12	92	10	0.7
O=C(O)CCN1C(=O)c2ccc(Oc3ccc([N+](=O)[O-])cc3)cc2C1=O	30	103	-0.4	-9	-6	5	98	0	1.1
Cc1ccc(S(=O)(=O)NC(=O)c2ccc(Br)o2)cc1	-16	101	0.2	-6	-10	3	100	33	0.5
C=CCSC1=N/C(=C\C=C\c2ccco2)C(=O)S1	70*	100	0.6	0	6	2	102	2	0.4
CC1Cc2ccccc2N1C(=O)CSc1nnc(C2CC2)n1C (configuration not stated)	8	98	-1.0	-1	-1	-42	96	4	0.0
Cc1cc(C(=O)CSc2nnc(-c3ccccc3)n2-c2ccccc2)c(C)n1-c1ncn[nH]1	75*	98	-1.0	-3	0	-3	96	-9	-0.1
Cc1ccc(NC(=O)C2CCCN2C(=O)NCc2ccccc2)cc1 (configuration not stated)	34	106	-2.1	3	2	1	101	5	-0.1
Cc1cc(NC(=O)c2cc(-c3cccs3)on2)no1	16	107	1.5	nt	2	5	102	-7	0.6
COc1cccc2sc(/N=C/N(C)C)nc12	-6	99	0.2	11	-1	10	99	12	-0.4
Cc1ccc2sc(NC(=O)C3CC3)nc2c1C	26	101	-2.4	-8	-3	0	100	23	-0.5
COc1cccc(C(=O)Nc2sc3c(c2C(=O)O)CCCC3)c1	42	96	nt	-5	3	-14	96	21	nt
COC(=O)C1=C(C(=O)OC)[C@@H]2N(C)c3ccccc3[C@@]23C[C@@H](C(=O)OC)N(C(=O)c2ccc(Br)cc2)C3=N1	26	133	-2.1	-3	nt	2	115	nt	-0.6
FC(F)(F)c1cc(-c2ccco2)nc(NCc2cccnc2)n1	41	nt	0.4	0	-1	nt	nt	6	1.2
CN(C(=O)COc1ccccc1)c1nnc(-c2ccncc2)s1	-8	104	-0.2	-3	-9	-2	103	7	0.4
CC(C)c1nc2cc(C(=O)N3CCNC(=O)C3c3ccc(F)cc3)ccc2o1 (configuration not stated)	38	101	2.4	-6	7	-1	97	6	3.2
O=C(c1ccco1)N1CCN(c2c([N+](=O)[O-])nn(-c3cccc(Cl)c3)[n+]2[O-])CC1	11	93	-0.7	0	-4	-8	93	-3	1.5
O=C(Cc1ccccc1[N+](=O)[O-])NC1CCN(Cc2ccccc2)CC1	25	105	0.0	-2	-11	1	105	11	0.6
COc1ccc(CC2(CO)CCN(S(=O)(=O)c3c(C)nn(C)c3C)CC2)cc1	-5	96	3.5	-7	-4	-1	100	3	3.4
CCOC(=O)c1ccc(CNC(=O)CCC(=O)O)cc1	15	94	0.6	5	7	-5	93	-7	-0.1
Cc1ccc2c(C)c(C(=O)Nc3cccnc3)oc2c1	7	104	-2.0	-3	25	5	103	23	-1.1
Cc1c(C)n(CCc2ccccc2)c2ncnc(NCCO)c12	7	101	-1.7	-6	23	-1	98	6	3.2
COc1cc(NC(=O)c2cc([N+](=O)[O-])ccc2Br)ccc1NC(=O)c1ccco1	-17	100	-0.2	22*	-3	-2	101	22	1.2
CCOC(=O)N1CCN(Cc2nc3c(c(=O)n(C)c(=O)n3C)n2Cc2ccccc2C)CC1	4	106	-0.2	-2	-5	4	106	4	0.0
C=CCNCCOc1ccccc1-c1ccccc1	18	105	-0.1	-14	6	1	102	41	2.0
CN1CCN(C(=S)Nc2cccc(Cl)c2)CC1	-2	106	0.4	-3	-9	-1	103	33	-0.3
Cc1csc(SCC(=O)NC(=O)NC(C)(C)C)n1	11	91	-1.3	-3	-14	-15	97	-2	-0.4
COC(=O)CCCNC(=O)c1ccc(OC2CCN(CCc3ccccc3)CC2)cc1	48	96	0.3	1	-1	0	100	19	6.0
O=C(Cc1sc(-c2ccccc2)nc1-c1ccccc1)Nc1ccc(Cl)cc1	7	123	0.8	-3	5	11	90	7	0.4
COc1ccc(N(C(=O)CCl)C(C(=O)NCCc2ccccc2)c2cccs2)cc1Cl (configuration not stated)	-2	98	-0.9	-6	5	-1	103	28	-0.2
CC(C)C[C@H](NC(=O)Nc1ccc(S(N)(=O)=O)cc1)C(=O)O	12	96	-0.3	2	-2	-5	97	18	1.2
CC(=N/O)/C(C)=N\NC(=O)c1ccccn1	-10	104	-0.1	-8	10	-2	116	-10	-0.7
Cc1cccc(OCCCCCn2ccnc2)c1	44	101	1.9	-6	2	-3	104	16	1.5
O=C(COC(=O)c1ccc(-c2ccc([N+](=O)[O-])cc2)o1)NC(=O)NC12CC3CC(CC(C3)C1)C2	8	98	-2.5	-3	0	-3	101	32	0.1
Cc1ccc(C(=O)C2=C(O)C(=O)N(Cc3cccnc3)C2c2ccc(Br)cc2)o1 (configuration not stated)	28	110	-1.0	-2	0	8	106	2	0.4
COc1ccccc1OCc1ccc(C(=O)Nc2ccncc2)o1	16	110	10.0	-5	2	13	105	nt	8.3
COCCN1C(=O)N[C@@H](c2ccccc2)C(C(C)=O)=C1C	4	99	-1.2	-8	-5	-1	103	25	0.9
COc1ccc(-c2csc(NC(=S)NC(=O)c3cccs3)n2)cc1Br	25	99	-0.7	-3	-7	3	106	-1	-1.6
COCCCNC(=S)NNC(=O)Cn1nc(C)c(Br)c1C	14	99	-0.2	-5	7	1	96	12	0.0
CCOC(=O)c1cc2ccc3ccccc3c2s1	-1	114	0.0	-3	-8	5	106	19	0.1
CN(CC(=O)Nc1ccccc1C(F)(F)F)C(=O)COc1ncnc2sccc12	-6	110	1.4	-3	5	8	102	25	0.9
Cc1ccc(N2CCN(C(=O)N3CCOCC3)CC2)c(C)c1	4	92	0.1	0	-3	-3	96	6	-0.4
NC(=O)c1c(NC(=O)C2CC=CCC2C(=O)O)sc2c1CCCCC2 (configuration not stated)	nt	100	1.2	2	-11	4	96	7	2.0
CCOC(=O)N1CCN(C(=O)c2cc3c(=O)n4cccc(C)c4nc3s2)CC1	43	101	0.1	-8	-6	0	100	-14	-0.6
COc1ccccc1-c1nc(C(N)=O)c2[nH]c(=O)n(-c3cccc(C)c3)c2n1	16	94	-1.0	-3	-12	-2	90	-3	-0.9
Cc1cccn2cc(-c3ccc(F)cc3)cc12	37	90	0.0	-1	-9	-4	90	9	0.6
CCOC(=O)C1=NNC2(c3ccccc3)C(=O)N(c3cccc(Br)c3)C(=O)C12 (configuration not stated)	-5	93	-2.8	-2	8	-3	92	26	0.0
CC(=O)NC1(c2cccc(F)c2)CCN(CC(=O)NC2CCCCC2)CC1	22	122	0.7	0	-10	7	110	21	1.6
COc1cccc(CNS(=O)(=O)c2ccc3c(c2)NC(=O)CS3)c1	42	110	3.3	-6	-7	5	107	8	3.6

An excerpt of these results, with each value named:
> Cc1ccc(N2CCN(C(=O)N3CCOCC3)CC2)c(C)c1
- PHOSPHO1 inh = 4
- MEKK2wt PB1 HTS = 92
- OXTR agonist = 0.1
- GalR3 antag = 0
- GPR7 antagonist = -3
- MEKK2 mut-MEK5 = -3
- MEKK3 PB1 HTS = 96
- NALP1 inh = 6
- V1aR counter = -0.4

> NC(=O)c1c(NC(=O)C2CC=CCC2C(=O)O)sc2c1CCCCC2 (configuration not stated)
- PHOSPHO1 inh = nt
- MEKK2wt PB1 HTS = 100
- OXTR agonist = 1.2
- GalR3 antag = 2
- GPR7 antagonist = -11
- MEKK2 mut-MEK5 = 4
- MEKK3 PB1 HTS = 96
- NALP1 inh = 7
- V1aR counter = 2.0

> CCOC(=O)N1CCN(C(=O)c2cc3c(=O)n4cccc(C)c4nc3s2)CC1
- PHOSPHO1 inh = 43
- MEKK2wt PB1 HTS = 101
- OXTR agonist = 0.1
- GalR3 antag = -8
- GPR7 antagonist = -6
- MEKK2 mut-MEK5 = 0
- MEKK3 PB1 HTS = 100
- NALP1 inh = -14
- V1aR counter = -0.6

More structures:
SMILES	PHOSPHO1 inh	MEKK2wt PB1 HTS	OXTR agonist	GalR3 antag	GPR7 antagonist	MEKK2 mut-MEK5	MEKK3 PB1 HTS	NALP1 inh	V1aR counter
C=CCNC(=O)c1ccccc1NC(=O)c1ccccc1C	-1	105	-1.3	-5	-6	7	100	1	-0.4
O=C(CCCCCN1C(=O)[C@@H]2Cc3ccccc3CN2C1=O)Nc1cccc(F)c1	41	103	8.5	-7	2	3	101	19	15
C=CCNC(=S)N1CCC(Cc2ccccc2)CC1	33	101	nt	1	-4	1	98	3	nt
CCOC(=O)/C(C#N)=C(\O)c1ccc(NC(=O)c2ccc([N+](=O)[O-])cc2)cc1	22	91	-0.2	1	-3	-24	81	nt	-0.3
O=C(NCc1cccnc1)/C(=C/c1ccc(-c2cccc(C(F)(F)F)c2)o1)NC(=O)c1ccccc1	31	nt	-1.1	5	-5	nt	nt	3	-0.2
COC(=O)C(C(=O)NCC1CCCO1)C1CCCCCC1 (configuration not stated)	-4	99	-0.1	3	-1	-5	100	19	0.3
CC(=O)Nc1ccc(NC2=C(Cl)C(=O)c3ccccc3C2=O)cc1	12	101	nt	-5	-4	-2	107	1	nt
CC(C)(C)C(=O)N1CCC(O)(CS(=O)(=O)c2ccc(Cl)c(Cl)c2)CC1	28	95	2.3	1	-7	-2	104	17	1.3
Cc1cc(NC(=O)c2ccc(Br)c([N+](=O)[O-])c2)no1	4	91	0.4	-1	22*	-3	81	8	0.5
COc1cccc(NC(=O)CSc2nc3c(sc4ccccc43)c(=O)n2CCCN2CCCC2)c1	13	179*	1.6	-11	-1	21	110	29	2.1
COC(=O)Cc1c(C)nc2nc(-c3ccco3)[nH]n2c1=O	0	101	1.0	-5	-11	4	103	0	0.0
O=[N+]([O-])c1ccc(N2CCNCC2)cc1Sc1nc2ccccc2[nH]1	-18	144*	-0.1	-9	10	19	104	8	-0.9
CCOc1ccc2nc(NS(=O)(=O)c3cccs3)sc2c1	14	107	-1.1	-4	-18	7	105	6	0.3
COc1ccc(Cl)cc1Nc1nnc(-c2ccncc2)s1	29	107	1.5	-12	-1	9	107	34	1.0
CCC(C)NC(=O)N[C@@H](Cc1ccccc1)C(=O)O (some centres not stated)	9	100	0.1	-2	-6	1	101	-2	0.5
O=C(CCC(=O)N1CCN(S(=O)(=O)c2ccccc2)CC1)NC1CCCc2ccccc21 (configuration not stated)	4	92	-0.3	-5	15	-1	96	5	-0.2
CC1=Nc2cc(C(=O)NCCCOC(C)C)ccc2Sc2ccc(C)cc21	0	102	-2.2	5	-9	-4	101	5	-0.7
COC(=O)CN1C(=O)C2(C(C#N)=C(N)Oc3ccccc32)C2=C1CC(C)(C)CC2=O (configuration not stated)	-3	98	0.3	-4	-15	-2	100	5	-0.7
Cc1nn(C)c(C)c1NC(=O)/C(C#N)=C\N(C)C	25	98	1.5	-6	-10	-1	103	12	1.2
COc1cccc(/C=C/C(=O)Nc2ccccc2N2CCOCC2)c1	-8	100	-2.7	-1	-14	-3	99	-3	8.1
N#Cc1ccc(COC(=O)CCc2c[nH]c3ccccc23)cc1	58	103	-1.7	-3	13	3	103	-7	0.2
